Screens (PubChem)
LYP phosphatase: inhibitors of LYP phosphatase, biochemical, fluorescence intensity, uHTS (AID 1779). recombinant LYP phosphatase, fluorescence intensity; higher % means a stronger effect. inhibition, % at 11.5 µM; hits with a dose series show IC50 in µM. 290,000 tested, 0.054% active;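 further: plate controls were vehicle with enzyme for no effect and no enzyme for full effect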
XIAP displacement: small molecules displacing peptide from XIAP – biochemical, IAP family, fluorescence polarization (AID 1018) | 200,000 tested, 0.007% active | XIAP BIR domain, fluorescence polarization peptide displacement; higher % means a stronger effect | displacement, % at 20 µM; hits with a dose series show IC50 in µM; in the data active means displacement above about 50%; further: a part of the inactive calls stands beside numbers as strong as those of hits
human PMI inhibition: MPI enzyme activity inhibition – biochemical, fluorescence intensity, coupled assay, primary screen (AID 1209) | inhibition, % at 20 µM, or IC50 in µM where a hit was titrated | 190,000 tested, 0.42% active | purified PMI enzyme, coupled fluorescence intensity; higher % means a stronger effect;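 further: plate controls were DMSO vehicle for no effect and wells lacking substrate for full effect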
M17LAP inhibition: P. falciparum M17LAP inhibitors, primary screen, biochemical, fluorogenic H-Leu-NHMec substrate, 1536-well (AID 1619); inhibition, % at 30 µM, or IC50 in µM where a hit was titrated; recombinant M17LAP, H-Leu-NHMec fluorogenic kinetic assay; higher % means a stronger effect; 220,000 tested, 0.38% active;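 active means compound inhibiting the enzyme by more than half at any dose during confirmatory dose-response retesting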;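 further: plate controls were full reaction with DMSO carrier for no effect and no enzyme background for full effect; strong numbers were not always called active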
PMI inhibition: human PMI inhibitors, high substrate, primary screen, biochemical, fluorescence intensity, high mannose 6-phosphate (AID 1220). 190,000 tested, 0.66% active. inhibition, % at 20 µM; hits with a dose series show IC50 in µM. recombinant PMI enzyme, coupled fluorescence intensity; higher % means a stronger effect
Siah-1 displacement: Siah-1 peptide-binding antagonists, primary screen, biochemical, fluorescence polarization, rhodamine-plectin, uHTS (AID 1817). Siah-1 / rhodamine-plectin peptide fluorescence polarization; higher % means a stronger effect. one-dose displacement, % at 20 µM; IC50 in µM for titrated hits. 290,000 tested, 0.02% active;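 active means displacement of at least 50% at 20 µM, with a fluorescence ratio check between 0.3 and a set limit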;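 further: plate controls were Siah plus tracer with DMSO for no effect and tracer alone without Siah for full effect; strong numbers were not always called active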
Dynein cargo inh: blocks dynein driven cargo transport along microtubules. AID 1381. z-score, hits read low. 3617.4 mouse cells, GR-EGFP nuclear translocation imaging; test concentration mostly 20 µM; stimulated with dexamethasone, 1 µM; hits give low values. 220,000 tested, 0.47% active;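 active means plate z-score of nuclear minus cytoplasmic receptor signal below a set negative limit, without overly bright fluorescence or cell loss, cut at about -3.5 in these data, passing the limit was not always enough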;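 further: z-score of nuclear minus cytoplasmic ring GR-EGFP intensity difference per well; some compounds called inactive have numbers as strong as hits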
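Also added – dexamethasone, 1.0 µM final · Buffer or medium – tet-free, stripped-serum medium · Schedule – induction 48 h, compound 1 h, agonist 30 min · Detection – formaldehyde fixation, Hoechst nuclear stain, 10x automated fluorescence imaging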
AID2073: disruptors of CaV2.2 binding to Mint1 – biochemical, HTRF (AID 2073) | HTRF protein-protein interaction, Mint1-CaV2.2; higher % means a stronger effect | one-dose inhibition, % at 20 µM; IC50 in µM for titrated hits | 290,000 tested, 0.19% active; in the data active means inhibition mostly above about 51%, no sharp cut-off; further: some results filed as inactive read as strong as hits
M1AAP inhibition: P. falciparum M1AAP inhibitors, biochemical, fluorogenic H-Leu-NHMec substrate, 1536-well (AID 1445); recombinant M1AAP, H-Leu-NHMec fluorogenic kinetic assay; higher % means a stronger effect; one-dose inhibition, % at 30 µM; IC50 in µM for titrated hits; 220,000 tested, 0.42% active;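 active means primary inhibition above the hit cutoff, then over 50% inhibition at one or more dose response concentrations, cut at about 23% in these data, passing the limit was not always enough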;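 further: plate controls were DMSO full reaction for no effect and no enzyme background for full effect; strong numbers were not always called active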
Dynein cargo inh cytoplasmic EGFP: second read-out of Dynein cargo inh, no call of its own (marks repeat the call); z-score; measured here: cytoplasmic GR-EGFP intensity; hits give high values
Dynein cargo inh nuclear GR-EGFP: second read-out of Dynein cargo inh, no call of its own (marks repeat the call); z-score; measured here: nuclear GR-EGFP intensity;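 lower value marks the stronger effect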
Dynein cargo inh cell count: also measured in Dynein cargo inh; calls as there; z-score; measured here: cell count per field
Active calls of the source: *; . = no result given. Unless noted, no stated cut-off is given here; in the data, active means inhibition above about 50%; inactive means the rest.

LYP phosphatase	XIAP displacement	human PMI inhibition	M17LAP inhibition	PMI inhibition	Siah-1 displacement	Dynein cargo inh	Dynein cargo inh cytoplasmic EGFP	Dynein cargo inh nuclear GR-EGFP	Dynein cargo inh cell count	AID2073	M1AAP inhibition	canonical_smiles
1%	-1.5%	-12%	2%	11%	3%	3.4	-0.2	2.1	-0.81	11%	13%	COc1ccc(-n2c(SCC(=O)Nc3ccc4c(c3)OCO4)nc3ccccc3c2=O)cc1
0%	0.0%	-8%	0%	3%	12%	-0.43	-0.32	-0.57	0.89	-4%	10%	COc1ccc(CCNC(=O)CCc2ccc(S(=O)(=O)NC(C)C)cc2)cc1OC
-6%	-1.3%	3%	-5%	0%	0%	-0.25	-0.26	-0.32	1.3	-8%	7%	CCS(=O)(=O)N1CCN(S(=O)(=O)c2ccc(F)cc2)CC1
-11%	-6.4%	-4%	2%	-14%	5%	-0.024	-0.13	0.066	0.25	0%	-1%	CCOC(=O)C1CCCN(Cc2ccccc2Cl)C1 (stereo unspecified)
-6%	-3.6%	5%	-2%	26%	6%	-0.22	-0.2	-0.22	0.72	2%	-3%	Cc1ccc(S(=O)(=O)N2CCOCC2)cc1C(=O)NCc1ccc(F)cc1
7%	-15%	-11%	2%	-12%	3%	0.97	-0.19	0.99	-2.1	56%	0%	CC(=O)c1ccc(OC(=O)CCc2nc3ccccc3s2)cc1
3%	-1.9%	-5%	-10%	-12%	-11%	-0.48	-0.17	-0.26	0.26	22%	10%	O=C1Nc2ccccc2SC(c2ccccc2)C1O (stereo unspecified)
-4%	1.2%	-10%	-11%	-6%	5%	-0.057	-0.31	-0.38	0.8	-1%	-3%	CCOC(=O)N1CCN(C(=O)c2cccc(NS(=O)(=O)c3ccc(F)c(F)c3)c2)CC1
-6%	-1.4%	14%	-4%	10%	2%	-1.2	0.58	-0.74	0.93	6%	0%	CC1CC(C)CN(S(=O)(=O)c2ccc(C(=O)NN3CCOCC3)cc2)C1 (stereo unspecified)
-3%	-8.6%	10%	-5%	11%	-3%	-0.39	-0.38	-0.73	1.3	-2%	5%	CC(C)(C)C(=O)Nc1ccc(S(=O)(=O)Nc2ccccn2)cc1
-7%	-0.7%	-6%	6%	11%	-3%	-1.4	-0.23	-0.36	0.43	-9%	0%	O=C(Nc1ccccc1)c1ccccc1OCC(O)CN1C(=O)c2ccccc2S1(=O)=O (stereo unspecified)
-8%	-8.2%	12%	-1%	-1%	-6%	-0.17	-0.21	0.12	0.41	-7%	6%	Cc1ccccc1C(=O)NC(=S)Nc1ccc(Cc2ccncc2)cc1
-3%	-3.0%	9%	-3%	12%	1%	2.2	-0.078	1.1	-0.75	3%	-1%	CCCNC(=O)Cn1c(=O)cnc2ccccc21
-6%	-3.4%	0%	-15%	-3%	-3%	-0.92	-0.36	-0.57	1.1	46%	-4%	CCC(C)NC(=O)Cn1c(=O)n(-c2ccc(OC)cc2)c(=O)c2ccc(C(=O)NCc3ccc(C)cc3)cc21 (stereo unspecified)
-8%	.	.	14%	.	1%	1.7	-0.56	1.2	-2	19%	6%	CC(O)c1nc2ccc(C(=O)O)cc2[nH]1 (stereo unspecified)
-7%	-3.7%	7%	2%	8%	0%	-0.094	-0.17	0.27	0.059	-4%	7%	O=C(O)C(Cc1ccccc1)n1cnnn1 (stereo unspecified)
-7%	-7.7%	3%	10%	15%	1%	2.1	-0.2	1	-1.4	1%	1%	CCOc1ccc(OCC)c(NC(=O)Cn2c(C)nc3ccccc3c2=O)c1
-1%	1.9%	-7%	4%	-4%	-6%	0.4	-0.26	0.3	-0.58	1%	3%	O=C(O)CSc1nc2c(cnn2-c2ccccc2)c(=O)n1-c1ccc(Br)cc1
-3%	.	.	7%	.	-1%	1.4	-0.14	0.73	-0.19	16%	8%	CC1=CC2=NC(=O)/C(=C/c3coc4ccc(Cl)cc4c3=O)C(=N)N2O1
-3%	-12%	1%	16%	7%	4%	-0.91	-0.24	-0.094	0.46	-4%	0%	COc1ccc(N(C(=O)c2cccnc2)S(=O)(=O)c2cccc([N+](=O)[O-])c2)cc1
2%	-7.1%	13%	17%	-1%	-12%	-0.84	0.044	-0.53	0.52	7%	11%	Cc1ccc(NC(=O)c2ccc(NCCN)c([N+](=O)[O-])c2)cc1Cl
-5%	-13%	7%	-5%	7%	-6%	-0.65	-0.32	-0.47	0.71	13%	10%	COc1ccc(NS(=O)(=O)c2ccc(N/N=C(\C)c3ccncc3)c([N+](=O)[O-])c2)cc1
-8%	-1.6%	5%	5%	10%	-4%	0.13	-0.35	-0.15	0.86	6%	3%	C/C(=N/NS(=O)(=O)c1ccccc1)c1ccc(NC(=O)C2CC2)cc1
-4%	6.6%	-7%	-5%	-13%	-2%	-0.32	-0.23	0.069	0.64	2%	22%	O=C1CC(C2CCCO2)C(=O)N1c1cccc(Cl)c1 (stereo unspecified)
-2%	-1.5%	12%	39%	2%	5%	-0.34	0.5	0.094	0.25	8%	11%	N#C/C(=C\c1ccc(-c2ccc(C(=O)O)cc2)o1)C(=O)NCC1CCCO1 (stereo unspecified)
7%	-4.7%	7%	13%	14%	0%	0.93	1	0.32	-1.9	-5%	6%	CN1C(=S)N(c2cccnc2)C(=O)/C1=C\c1ccc(N(C)C)cc1
-7%	-7.3%	-8%	16%	-9%	2%	-0.6	-0.18	0.58	-0.81	28%	8%	CN(C(=O)Cc1noc2ccccc12)c1ccccc1
-7%	-4.9%	0%	-2%	0%	-3%	2.6	-0.28	0.94	-1.3	3%	0%	Cc1cccc(CN2CCN(C3CCCC3)C(CCO)C2)n1 (stereo unspecified)
-2%	-1.1%	-3%	6%	-6%	3%	0.35	-0.29	0.12	0.21	-6%	5%	Cc1cc(C)cc(N(CC(=O)NCCSCc2ccccc2)S(C)(=O)=O)c1
-10%	1.2%	5%	-8%	5%	-3%	0.083	-0.32	-0.47	0.65	-2%	6%	O=C(Nc1ccc(F)c(Cl)c1)C1CC(=O)n2c(nc3ccccc32)N1 (stereo unspecified)
-8%	0.8%	6%	6%	8%	2%	-0.63	0.15	0.095	0.066	3%	4%	COC(=O)C1[C@H]2C(=O)N(Cc3cccs3)C[C@]23C=C[C@H]1O3 (stereo partly specified)
-4%	-1.9%	-1%	1%	-1%	2%	0.16	-0.31	-0.25	0.57	7%	2%	Cn1c(SCC(=O)Nc2ccc(Br)cc2F)nnc1-c1ccco1
-8%	1.6%	-3%	5%	9%	-4%	0.0072	-0.36	-0.51	0.7	-8%	9%	Nc1ccc(C(=O)N(CCO)CCO)cc1
-1%	-6.5%	-6%	16%	-4%	6%	-0.17	-0.25	-0.35	0.81	-6%	4%	Fc1ccccc1CSc1nncn1NCc1cccs1
-3%	-1.8%	5%	-2%	-3%	11%	-1	-0.25	-0.45	0.73	-7%	8%	COc1cc([N+](=O)[O-])ccc1NC(=S)Nc1cc(C(=O)OC(C)C)cc(C(=O)OC(C)C)c1
6%	-3.3%	-5%	2%	-4%	0%	-0.63	-0.14	0.27	0.7	25%	6%	CCn1c2ccccc2c2cc(/C=N/O)ccc21
-4%	-18%	-1%	0%	-3%	3%	-0.48	-0.26	-0.076	0.39	-11%	6%	CC(=O)c1cccc(NC(=S)NCCc2ccc(F)cc2)c1
-7%	0.4%	-8%	10%	-11%	2%	-0.57	0.16	-0.21	0.18	-8%	11%	COC(=O)c1ccc(CON2C(=O)c3ccccc3C2=O)cc1
-7%	-2.8%	-1%	-4%	2%	12%	-0.035	-0.06	-0.038	0.66	2%	3%	Cc1ccc(CNC(=O)CCCn2c(=O)c3ccccc3n(CC(=O)NCc3ccco3)c2=O)cc1
-1%	-4.7%	-2%	-8%	-6%	2%	1.3	-0.14	0.77	-0.14	2%	-3%	Cc1ccc(S(=O)(=O)N2CCCCC2)c(C)c1NS(C)(=O)=O
3%	-9.0%	14%	0%	12%	-2%	-0.84	-0.28	-0.12	0.27	5%	1%	COc1ccc(C2=NOC(C(=O)NC3CCCCC3)C2)cc1OC (stereo unspecified)
3%	-20%	4%	-1%	11%	3%	1.7	-0.24	0.86	-1.4	-3%	11%	CC(=O)N1CN(C2CC(C)(C)NC(C)(C)C2)Cc2c1sc1c2CCCC1
5%	-4.2%	-4%	-10%	-6%	8%	-0.075	-0.24	-0.67	0.89	1%	8%	CC(C)(C)NC(=O)C(c1ccccn1)N(C(=O)C1CSC(=O)C1)c1ccc(F)cc1 (stereo unspecified)
0%	-2.2%	-3%	31%	-6%	-1%	-1.1	-0.18	-0.7	1.1	-8%	6%	Nn1c(Cc2ccccc2F)nnc1SCC(=O)Nc1cccc(S(=O)(=O)NC2=NCCCCC2)c1

4 neighbouring records out of the list so far, for reference:
LYP phosphatase	XIAP displacement	human PMI inhibition	M17LAP inhibition	PMI inhibition	Siah-1 displacement	Dynein cargo inh	Dynein cargo inh cytoplasmic EGFP	Dynein cargo inh nuclear GR-EGFP	Dynein cargo inh cell count	AID2073	M1AAP inhibition	canonical_smiles
3%	-9.0%	14%	0%	12%	-2%	-0.84	-0.28	-0.12	0.27	5%	1%	COc1ccc(C2=NOC(C(=O)NC3CCCCC3)C2)cc1OC (stereo unspecified)
3%	-20%	4%	-1%	11%	3%	1.7	-0.24	0.86	-1.4	-3%	11%	CC(=O)N1CN(C2CC(C)(C)NC(C)(C)C2)Cc2c1sc1c2CCCC1
5%	-4.2%	-4%	-10%	-6%	8%	-0.075	-0.24	-0.67	0.89	1%	8%	CC(C)(C)NC(=O)C(c1ccccn1)N(C(=O)C1CSC(=O)C1)c1ccc(F)cc1 (stereo unspecified)
0%	-2.2%	-3%	31%	-6%	-1%	-1.1	-0.18	-0.7	1.1	-8%	6%	Nn1c(Cc2ccccc2F)nnc1SCC(=O)Nc1cccc(S(=O)(=O)NC2=NCCCCC2)c1
